High-throughput results (PubChem)
Large T inhibition: TAg ATPase/helicase activity blockers – biochemical (AID 1903) | SV40 large T antigen ATPase/helicase inhibition assay; higher % means a stronger effect | one-dose inhibition, % at 20 µM; IC50 in µM for titrated hits | 310,000 tested, 0.39% active; in the data active means a potency from the dose series; inconclusive means inhibition mostly from about 32% at the one dose, without a potency; inactive means the rest, 99 in 100 with inhibition below about 32%; further: strong numbers were not always called active
Rac1 GTP hydrolysis: MgcRacGAP GTPase-activating activity inhibitors, confirmation, biochemical, ADP Hunter fluorescence; MgcRacGAP-stimulated Rac1 GTP hydrolysis, ADP Hunter fluorescence; higher % means a stronger effect; GST-tagged Rac1 F28L mutant substrate; inhibition, % at 30 µM, or IC50 in µM where a hit was titrated; 340,000 tested, 0.6% active; AID 624330;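 active means first-screen hits whose inhibition reached a set limit at any dose in the follow-up dose series; inconclusive means inhibition above the set first-screen limit but never retested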;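 further: fluorescence reports GDP produced by GAP-driven GTP hydrolysis; strong numbers were not always called active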
NOD1 inhibition: inhibition of NOD1-driven NF-kB reporter – cell-based, luminescence, uHTS, primary screen (AID 1578); NOD1-driven NF-kB luciferase reporter cells, luminescence; higher % means a stronger effect; 290,000 tested, 1% active; inhibition, % at 4 µM, or EC50 in µM where a hit was titrated; in the data active means inhibition mostly above about 36%, no sharp cut-off; inactive means mostly below about 34%;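 further: HEK-293T reporter cells stimulated with the NOD1 agonist gamma-tri-DAP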
KOR beta-arrestin-1: kappa opioid receptor blockers – cell-based, luminescence, uHTS (AID 1778). KOR beta-arrestin recruitment, luminescence, antagonist mode; higher % means a stronger effect. inhibition, % at 10 µM, or IC50 in µM where a hit was titrated. 290,000 tested, 0.091% active; further: strong numbers were not always called active
KOR beta-arrestin-2: kappa opioid receptor activators – cell-based, luminescence, uHTS, primary screen (AID 1777); KOR beta-arrestin recruitment, luminescence; higher % means a stronger effect; activation, % at 10 µM, or EC50 in µM where a hit was titrated; 280,000 tested, 0.02% active; in the data active means activation above about 50%, passing the limit was not always enough; further: a part of the inactive calls stands beside numbers as strong as those of hits
NOD2 inhibition: inhibition of NOD2-driven NF-kB reporter – cell-based, luminescence, uHTS, HEK293 (AID 1566). 290,000 tested, 0.63% active. inhibition, % at 4 µM; hits with a dose series show EC50 in µM. HEK293 NOD2/NF-kB luciferase reporter, luminescence; higher % means a stronger effect; further: many of its hits are not listed in these tables
GPR55 beta-arrestin: GPR55 agonists via beta-arrestin recruitment, primary screen, imaging, U2OS cells, beta-arrestin-GFP redistribution (AID 1961); activation, % at 10 µM; hits with a dose series show EC50 in µM; 290,000 tested, 0.048% active; U2OS GPR55 beta-arrestin-GFP redistribution imaging; higher % means a stronger effect;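 active means activation above 40% with more than 50 cells counted in the well; inconclusive means wells holding fewer than 50 cells, flagged as toxic or sparse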;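 further: U2OS osteosarcoma cells stably expressing GPR55 and beta-arrestin-GFP; plate controls were DMSO negative control for no effect and LPI positive control for full effect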
GPR55 antagonists: GPR55 antagonists blocking LPI-driven arrestin recruitment, primary screen, imaging, U2OS, beta-arrestin-GFP, LPI agonist (AID 2013) | U2OS GPR55 beta-arrestin-GFP translocation imaging, LPI antagonism; higher % means a stronger effect | inhibition, % at 10 µM, or IC50 in µM where a hit was titrated | 290,000 tested, 0.13% active;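 active means spots per cell inhibited over 60%, with over 100 cells counted and total cytoplasm intensity under 500,000; inconclusive means wells with under 100 cells, flagged as likely toxic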;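 further: U2OS cells stably carrying GPR55 and arrestin-GFP stimulated by 5 µM LPI near EC80; imaged beta-arrestin-GFP aggregate spots per cell after agonist stimulation; plate controls were LPI-stimulated DMSO wells for no effect and DMSO wells without LPI for full effect; some results filed as inactive read as strong as hits; confirmed hits need IC50 under 10 µM and bright autofluorescent wells are also inconclusive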
HIV peptide binding: cell-free HIV fusion peptide-binding blockers – biochemical, uHTS, fluorescence dequenching, primary screen (AID 1986). 290,000 tested, 0.3% active. one-dose inhibition, % at 20 µM; IC50 in µM for titrated hits. cell-free peptide binding, fluorescence dequenching, 30 min; higher % means a stronger effect; in the data active means inhibition mostly above about 52%, no sharp cut-off; inactive means mostly below about 76%; further: some results filed as inactive read as strong as hits
Active calls of the source: *; ? = inconclusive; · = no result given; [ ] = another dose, or the depositor's remark. Unless noted, no stated cut-off is given here; in the data, active means inhibition above about 50%; inactive means the rest. The list is partial. The share of hits here may be higher or lower than overall.

SMILES	Large T inhibition	Rac1 GTP hydrolysis	NOD1 inhibition	KOR beta-arrestin-1	KOR beta-arrestin-2	NOD2 inhibition	GPR55 beta-arrestin	GPR55 antagonists	HIV peptide binding
Cc1ccc(/C=N/NC(=O)COc2ccccc2-c2ccccc2)cc1	20%	6%	-28%	-146%	4.1%	-56%	-0.2%	-15%	-2.8%
O=S(=O)(Cc1ccccc1)N1CCN(Cc2ccccc2)CC1	35%	3%	-23%	23%	-4.0%	-9%	-0.1%	12%	-1.5%
Cc1c(Br)c([N+](=O)[O-])nn1CC(=O)Nc1cccc2nonc12	13%	10%	-46%	-20%	-0.4%	15%	0.4%	-8%	1.2%
O=C(/C=C/c1ccc(S(=O)(=O)N2CCOCC2)cc1)NC(=S)NCCCn1ccnc1	14%	-3%	8%	17%	-1.4%	15%	0.0%	5%	0.9%
CCN1CCN(CCC(=O)Nc2ccccc2OC)CC1	-4%	3%	-6%	18%	-4.4%	10%	0.0%	14%	-1.3%
CCOC(=O)N1CCN(c2c(NCc3ccccn3)c(=O)c2=O)CC1	2%	10%	-8%	19%	1.5%	3%	-0.1%	5%	-0.1%
CCN(CC)C(=O)CN1CCN(Cc2ccc3c(c2)OCO3)CC1	-9%	?	-4%	-37%	6.5%	-4%	0.0%	2%	-1.1%
O=C(CN1CCOCC1)Nc1ccc(S(=O)(=O)NC2CCCCC2)cc1	5%	4%	10%	-34%	-2.4%	12%	-0.6%	3%	-2.7%
O=C(Nc1ccc(OC(F)(F)F)cc1)Oc1ccccc1N1CCCCC1	5%	·	-7%	13%	4.5%	26%	-0.1%	-1%	0.8%
CC(C)Oc1ccc(C(=O)NNC(=O)c2ccccc2C(=O)O)cc1	12%	0%	-13%	-10%	-4.2%	11%	0.0%	2%	-0.6%
COc1ccc(CNC(=O)c2ccc(-c3ccccc3)cc2)cc1OC	14%	6%	-17%	-27%	-0.2%	18%	0.1%	7%	23%
Cc1ccc(N(Cc2cc3ccc(C)cc3[nH]c2=O)S(=O)(=O)c2ccccc2)c(C)c1	19%	1%	8%	22%	-0.7%	-2%	0.2%	13%	-0.1%
CCN(CC)CCNC(=O)C1(O)c2cc(Br)ccc2NC(=O)N1c1ccccc1 (configuration not stated)	5%	6%	-3%	-9%	-4.7%	-3%	-0.1%	0%	1.3%
COc1ccc(N2CC(C(=O)NCc3nnnn3-c3ccc(C)c(C)c3)CC2=O)cc1 (configuration not stated)	15%	-1%	-8%	6%	-5.1%	19%	0.3%	13%	-1.6%
O=C(N/N=C/c1ccc(N2CCOCC2)cc1)C1COc2ccccc2O1 (configuration not stated)	1%	2%	-31%	-17%	3.7%	14%	-0.4%	14%	-0.8%
O=C(c1ccccc1)C1CCN(C(=O)c2ccco2)CC1	10%	8%	-41%	-12%	1.8%	-4%	-0.2%	16%	0.6%
O=C(NOC(=O)c1ccccc1F)c1ccc(OC(F)F)cc1	3%	12%	-4%	10%	-2.2%	5%	0.2%	3%	2.2%
O=C(O)C1CSC(CCc2ccccc2)N1 (configuration not stated)	7%	11%	-15%	-15%	7.2%	5%	0.4%	1%	-0.5%
O=C(NC1CC1)C1=C[C@@H](c2csc3ccccc23)C[C@@H](OCc2ccc(CO)cc2)O1	2%	6%	-19%	-2%	3.1%	11%	-0.2%	8%	-0.7%
CCN(CC)C1=NS(=O)(=O)c2cc([N+](=O)[O-])ccc21	4%	2%	-26%	12%	-2.1%	15%	-0.2%	7%	-0.7%
CN(c1ccccc1C(=O)Nc1ccc(S(=O)(=O)N2CCCCC2)cc1)S(C)(=O)=O	19%	9%	-13%	19%	-3.5%	-6%	0.0%	11%	-0.2%
COc1cc(C(=O)NCCCn2ccnc2)cc(OC)c1OC	8%	6%	-24%	0%[20 µM]	-4.3%	6%	0.1%	-6%	0.4%
S=C(NCc1ccco1)Nc1ccc(Cl)cc1	5%	6%	-10%	9%	7.3%	-1%	-0.4%	-8%	-2.5%
COc1ccc(C=C2C(=O)OC(C)(C)OC2=O)cc1OC	-4%	7%	-12%	11%	5.0%	10%	0.0%	3%	0.5%
Nc1cnn(Cc2ccc(F)cc2)c1	14%	-1%	-32%	15%[20 µM]	0.8%	7%	-0.1%	5%	-0.7%
Cc1ccc(C)c(Cn2c3ccccc3c3cnn(CC(=O)NCCCN4CCOCC4)c(=O)c32)c1	6%	-2%	-15%	8%	1.0%	20%	0.3%	-3%	0.2%
O=c1[nH]c(Cc2ccccn2)nc2scc(-c3ccccc3Cl)c12	9%	-7%	-4%	-69%[20 µM]	10%	21%	0.2%	13%	3.4%
CC(C)C(OC(=O)c1ccco1)C(=O)NCc1ccco1 (configuration not stated)	2%	3%	-12%	2%	-6.2%	-11%	-0.4%	2%	8.9%
NC(=O)CSc1nnnn1-c1ccccc1Cl	8%	11%	-34%	20%[20 µM]	-3.4%	-7%	0.2%	9%	0.0%
O=[N+]([O-])c1ccc(CN2CCN(c3ccc(F)cc3)CC2)o1	-1%	30%	-27%	5%[20 µM]	-8.0%	-1%	-0.1%	-12%	-1.7%
Cc1ccc2nc(Cl)c(C3CC(c4cccs4)=NN3C(=O)CCC(=O)O)cc2c1 (configuration not stated)	-32%	-5%	-7%	15%	-2.5%	16%	-0.5%	15%	5.3%
COc1cccc(C(=O)Nc2ccc(NC(=O)Cc3ccccc3)cc2)c1	6%	10%	5%	17%	-3.1%	10%	0.4%	0%	1.7%
Cc1ccc(NC(=O)C2CCCN2S(=O)(=O)c2ccc(F)cc2)c(C)c1 (configuration not stated)	2%	6%	4%	2%	-5.4%	5%	-0.1%	7%	0.3%
N#C/C(=N\Nc1ccccc1)C(=N)N1CCOCC1	10%	6%	-28%	-21%	-8.3%	-19%	0.3%	-3%	-1.5%
Cc1ccc2nc(-c3ccc(Br)cc3)cn2c1	7%	5%	24%	4%	-6.7%	-70%	0.6%	-3%	1.5%
CCCNC(=S)Nc1ccc2nc(-c3ccccn3)c(-c3ccccn3)nc2c1	-7%	9%	7%	35%	-3.2%	20%	0.2%	10%	5.3%
O=C(CN1CCN(Cc2ccccc2F)C1=O)NCCc1ccc(Cl)cc1	7%	4%	-28%	3%	-10%	18%	-0.1%	0%	2.2%
O=C(CN(C(=O)CCC(=O)Nc1ccccn1)c1cccc(F)c1)NCc1ccc2c(c1)OCO2	5%	5%	-59%	3%	-4.8%	-6%	·	-8%	-1.0%
COc1ccc(NC(=O)/C(=C/c2cccs2)NC(=O)c2ccco2)cc1	-1%	4%	-1%	33%	3.8%	27%	-0.2%	1%	1.4%
CCn1cnc2scc(-c3ccc(C)c(C)c3)c2c1=O	·	5%	-19%	-5%[20 µM]	2.0%	16%	-0.1%	2%	0.7%
CC(C)CCNC(=O)C1CCC(=O)N1CCc1ccccc1 (configuration not stated)	4%	1%	-6%	14%	-2.4%	-3%	0.0%	13%	-0.2%
COc1ccc(C2=NN3C(C2)c2ccccc2OC3c2cccs2)cc1 (configuration not stated)	2%	8%	-42%	14%[20 µM]	-1.7%	-98%	0.0%	5%	0.7%
CC(C)(C)NC(=O)/C(=C\c1cccnc1)NC(=O)c1ccco1	20%	2%	-27%	-10%[20 µM]	2.5%	2%	0.1%	-9%	-0.8%
CCOC(=O)Cc1nnc(NC(=O)c2cccc(OCC)c2)s1	0%	7%	-33%	-7%	-5.5%	16%	-0.1%	6%	2.6%
O=C(NC(=S)Nc1ccccc1O)c1ccc(Cl)cc1Cl	2%	-5%	-45%	-1%[20 µM]	-8.5%	-85%	0.5%	0%	-0.5%
O=C(NN=C1CCCCCCCCCCC1)c1ccccc1F	-1%	-5%	-15%	·	-1.1%	12%	0.0%	5%	1.0%
COc1ccc(NC(=O)c2ccc(NC(=O)C3CC3)cc2)cc1	11%	5%	-32%	-23%	3.0%	7%	-0.1%	8%	-0.1%
COC(=O)CSc1ncnc2c1cnn2-c1ccc(C)cc1C	6%	-4%	-16%	4%	3.5%	7%	-0.5%	7%	-1.3%
O=C(Nc1nnc(SCC(=O)N2CCCCC2)s1)c1ccccc1F	-5%	8%	-31%	-28%	1.4%	6%	0.4%	-3%	-0.9%
O=C(CSc1ccccc1)NC(=O)NCc1ccccc1	15%	10%	-6%	0%	0.2%	-4%	0.3%	-8%	0.7%
Cc1cc(Cl)ccc1OCC(=O)Nc1nc(-c2cccs2)cs1	-3%	9%	52%	-20%	5.1%	0%	-0.1%	14%	4.0%
Cc1cccc(C)c1-n1c(=O)n(Cc2ccccc2)c(=O)c2[nH]cnc21	16%	7%	-3%	7%	0.9%	11%	0.0%	4%	2.2%
Cc1ccc(-c2nn(CC(=O)Nc3cccnc3)c(=O)c3ccccc23)cc1	8%	1%	-28%	-34%	1.8%	-6%	0.2%	11%	0.1%
CCCCCn1nnc2c(=O)oc3ccccc3c21	7%	-4%	-20%	23%[20 µM]	-7.8%	-2%	-0.1%	1%	-0.5%
COCCCNc1nc2ccccc2nc1NS(=O)(=O)c1cccc(C)c1	8%	12%	1%	-33%	0.4%	6%	-0.1%	2%	2.4%
